Screens deposited in PubChem by National Center for Advancing Translational Sciences (NCATS).
B2AR arrestin – recruits beta-arrestin to the human beta2-adrenergic receptor; Potency, µM (highest dose often 46.1 µM), for the others: top-dose activation, hits mostly activators; AID 492947; 0.02% of 330,000 active; P07550; beta-arrestin recruitment to beta2AR, cell-based reporter;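 also: potency is read from the fitted curve at half-maximal effect; 0% = DMSO controls and full agonism = EC100 isoproterenol or metaproterenol; nearly all actives have a fitted effect of over 65% in size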
USP2a inh – USP2a (human) protease inhibition; AID 463254; O75604; 0.01% of 330,000 active; Potency, µM (series often up to 38.3 µM), for the others: at the top dose activity change, negative = inhibition, usual class: inhibitors; USP2 core, Ub-CHOP2 coupled fluorogenic reporter, 485/531;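 also: potency is read from the fitted curve at half-maximal effect; plate controls were DMSO wells for no effect and full inhibition by NEM control for full effect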
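Deubiquitinase activity read as fluorescence (485/531 nm) after Ub-CHOP2 cleavage activates the enterokinase reporter on its substrate; USP2 core 10nM, Ub-CHOP2 and substrate 25nM each, 30min compound preincubation then 60min RT; data normalized to NEM, curves fitted.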
Eya2 phos inh – blocks the phosphatase activity of human Eya2. O00167. recombinant Eya2, OMFP fluorescence dephosphorylation (OMFP is methylfluorescein phosphate). Potency, µM (doses to about 76.9 µM), for the others: top-dose activity, negative = inhibition, hits mostly inhibitors. 0.006% of 330,000 active; also: potency is read from the fitted curve at half-maximal effect; % is scaled to controls: 0 for no effect and ±100 for the full control effect
Target sequence (O00167 whole entry, looked up): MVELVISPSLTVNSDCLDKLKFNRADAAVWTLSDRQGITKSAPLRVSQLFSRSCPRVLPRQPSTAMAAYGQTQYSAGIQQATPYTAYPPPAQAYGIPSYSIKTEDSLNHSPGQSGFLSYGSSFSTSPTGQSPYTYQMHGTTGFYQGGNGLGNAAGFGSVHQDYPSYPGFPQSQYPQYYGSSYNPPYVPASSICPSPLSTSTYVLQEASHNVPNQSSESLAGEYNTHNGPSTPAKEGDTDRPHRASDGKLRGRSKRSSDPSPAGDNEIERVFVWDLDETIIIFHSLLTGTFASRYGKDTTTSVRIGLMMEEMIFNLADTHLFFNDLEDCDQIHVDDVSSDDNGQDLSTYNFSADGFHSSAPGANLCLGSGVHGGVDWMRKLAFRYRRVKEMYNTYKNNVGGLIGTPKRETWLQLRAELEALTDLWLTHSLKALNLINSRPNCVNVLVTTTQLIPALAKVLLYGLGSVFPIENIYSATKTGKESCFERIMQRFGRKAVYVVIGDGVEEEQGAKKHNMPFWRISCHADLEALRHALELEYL
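Eya2 protein (added as 0.2 uM solution) was preincubated with compound for 10 min at ambient temperature in 50 mM HEPES pH 7.5, 50 mM NaCl, 5 uM MgCl2, 0.05% BSA, 1 mM DTT. OMFP (added at 50 uM) then reacted 10 min; fluorescence read at 485/525 nm.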
TCR activator – T cell receptor activation. primary human leukocytes, anti-CD3, IL-2 HTRF, 48 h. 330,000 tested, under 10 active. Potency, µM (series often up to 9.22 µM), for the others: at the top dose activation of IL-2 secretion, hits mostly activators; also: % of control where 0% means no effect
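IL-2 release read by HTRF sandwich (Eu cryptate donor, d2 acceptor, 665 nm emission) after 48 hr exposure of primary human leukocytes to compound together with anti-CD3 beads in the absence of co-stimulatory signals.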
TSHR antag – human thyrotropin receptor antagonism | P16473 | TSHR-expressing cells, TSH-stimulated cAMP HTRF, 2 h; hits give low values | activity change, negative = inhibition, % at 11.5 µM | 0.2% of 330,000 active;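 active = activity change below a set negative limit, meaning inhibition stronger than a set level, cut at about -70% in these data; inconclusive = activity change between two set negative limits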; also: % is scaled to controls: 0 for no effect and ±100 for the full control effect
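Inhibition of cAMP made by TSHR-expressing cells under TSH stimulation (4nM final, EC80; 2 h, 37 deg C) is quantified with a one-step lysis HTRF kit, anti-cAMP cryptate versus cAMP-d2.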
Tb PFK inh – inhibitors of T. brucei phosphofructokinase. O15648. T. brucei PFK, ADP-Glo luminescence. Potency, µM (top dose mostly 57.5 µM), without a hit: top-dose activity, negative = inhibition, usual class: inhibitors. 0.17% of 330,000 active. AID 485367;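 also: potency is read from the fitted curve at half-maximal effect; 0% = uninhibited 1x PFK enzyme wells and -100% = no-enzyme wells; nearly all actives have a fitted effect of over 60% in size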
Target sequence (O15648 whole entry, looked up): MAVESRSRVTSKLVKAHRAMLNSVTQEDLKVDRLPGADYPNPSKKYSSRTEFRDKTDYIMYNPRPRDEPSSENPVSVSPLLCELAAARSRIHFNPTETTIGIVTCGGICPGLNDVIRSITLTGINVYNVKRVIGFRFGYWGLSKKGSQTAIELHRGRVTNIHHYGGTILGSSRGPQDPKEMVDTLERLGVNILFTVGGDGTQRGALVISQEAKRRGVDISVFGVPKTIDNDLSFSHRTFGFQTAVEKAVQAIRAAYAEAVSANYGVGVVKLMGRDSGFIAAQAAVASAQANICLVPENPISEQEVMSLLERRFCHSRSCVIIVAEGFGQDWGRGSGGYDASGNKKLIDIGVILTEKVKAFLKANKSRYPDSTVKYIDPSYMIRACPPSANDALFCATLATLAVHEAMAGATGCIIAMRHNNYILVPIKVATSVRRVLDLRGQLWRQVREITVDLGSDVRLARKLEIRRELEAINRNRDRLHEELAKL
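Compounds were pin-transferred as a titration series up to 57 uM into substrate buffer (0.5 mM F6P, 0.1 mM ATP, pH 8.0), then 1.25 nM PFK was added and reactions ran 45 min before ADP-Glo detection.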
Mito fusion act – mitochondrial division inhibition or fusion activation. S. cerevisiae fusion-defective mutant growth rescue, CellTiterGlo 48 h. Potency, µM (highest dose often 46.1 µM), inactives show at the top dose growth rescue (activation), most hits filed as activators. 0.23% of 320,000 active. AID 485298;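 also: potency is read from the fitted curve at half-maximal effect; % of control where 0% means no effect; nearly all actives have a fitted effect of over 45% in size; temperature-sensitive fusion mutants such as fzo1-1 at 37 °C on non-fermentable ethanol glycerol medium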
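Read-out: ATP-based luminescence (CellTiterGlo, 10 min ambient) reporting growth of fusion-defective ts yeast after 48 hours at 37C on glycerol/ethanol YPEG medium in the presence of compound.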
PTAP TSG101 blk – blocks PTAP/TSG101 interaction to inhibit HIV-1 budding | Q99816 | Fluorescence polarization, FITC-PTAP peptide / Tsg101 binding | Potency, µM (highest dose often 115 µM), for inactives: at the top dose activity change, negative = inhibition, most hits filed as inhibitors | 340,000 tested, under 10 active | AID 493005; active = well fitted inhibition curve with a large enough effect in the main read-out, with a control signal flat, not every such curve was filed as active; inconclusive = small, poorly fitted or top-dose-only effect, or effect the other way, or a change in a side signal; inactive = no such curve, though single readings can be large or run the other way; also: potency is read from the fitted curve at half-maximal effect; % of control where 0% means no effect
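Steps: Tsg101 binding domain dispensed (10 uM final), compounds pinned in DMSO, FITC-labeled PTAP-motif peptide added (50 nM final); after 20 min binding at room temperature, polarization measured.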
ELG1 repair inh – inhibitors of ELG1-dependent DNA repair in HEK293T cells; Potency, µM (top dose mostly 46.1 µM), inactives show at the top dose activity change, negative = inhibition, actives largely listed as inhibitors; HEK293T ELG1-luciferase reporter, luminescence, 16 h; DNA damage induced by 5-fluorouridine; 2.3% of 330,000 active; also: potency is read from the fitted curve at half-maximal effect; % is scaled to controls: 0 for no effect and ±100 for the full control effect; nearly all actives have a fitted effect of over 55% in size
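Overnight (16 hr) co-exposure of 2,000 cells/well to 5-fluorouridine and compound at 37 °C preceded detection. Luciferase was quantified via ONE-Glo luminescence; loss of signal denotes inhibition.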
Chronic BCR inh – blocks chronic active B-cell receptor signaling. Potency, µM (doses to about 46.1 µM), for inactives: top-dose ratio change, negative = lower green/red ratio, actives largely listed as inhibitors. ABC-DLBCL IkBa-CBG/CBR reporter, luminescence ratio, 4 h. 0.05% of 340,000 active; active = well fitted inhibition curve with a large enough effect in the signal ratio, with a control signal flat, not every such curve was filed as active; inconclusive = small, poorly fitted or top-dose-only effect, or effect the other way, or a change in a side signal; the % refers to the signal ratio;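 also: potency is read from the fitted curve at half-maximal effect; plate controls were basal doxycycline-induced cells for no effect and cells given 10 µM MG132 for full effect; MG132 reads +100%, hits lower the ratio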
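Concentration-response series (up to 46 uM) were applied to TMD8 dual-reporter cells for 4 h at 37C with doxycycline. Green/red ratio, after filter-overlap correction, defined %Activity; red signal alone was normalised to basal cells and zero luminescence.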
uPA surface inh – inhibitors of cell surface uPA generation. 0.31% of 330,000 active. cell surface uPA generation assay, qHTS. Potency, µM (highest dose often 38.3 µM), for the others: top-dose activity change, negative = inhibition, hits mostly inhibitors; active = well fitted inhibition curve with a large enough effect; inconclusive = small, poorly fitted or top-dose-only effect; inactive = no such curve, though single readings can be large or run the other way; tested in mouse RAW 264.7 cells; also: potency is read from the fitted curve at half-maximal effect; % is scaled to controls: 0 for no effect and ±100 for the full control effect; nearly all actives have a fitted effect of over 55% in size
Starred values were filed as active, the others as inactive; ? = inconclusive; · = not tested or not shown; [ ] = another dose, or the depositor's remark. Unless noted, calls follow the shape of the dose curve; as a rule, active = well fitted curve in the direction sought with a large enough effect; inconclusive = small, poorly fitted or top-dose-only effect, or another doubt; inactive = no such curve, though single readings can be large; an effect the other way counts as inactive or inconclusive.

SMILES | B2AR arrestin | USP2a inh | Eya2 phos inh | TCR activator | TSHR antag | Tb PFK inh | Mito fusion act | PTAP TSG101 blk | ELG1 repair inh | Chronic BCR inh | uPA surface inh
O=C(O)C1C2C=CC3(O2)C1C(=O)N1c2ccccc2COC13 (stereo unspecified) | -0.3% | 1% | 5% | -8% | 4 | 4% | -1% | -2% | 12% | -4% | 2%
CCOC(=O)C1(Cc2cccc(OC)c2)CCN(C/C=C/c2ccc(OC)cc2)CC1 | 0.3% | 10% | 5% | -5% | -1 | 2% | -6% | -1% | -4% | 2% | 3%
CCCCn1nc(C(=O)NNC(=O)c2ccncc2)c2ccccc2c1=O | 0.1% | 1% | 5% | -5% | -17 | -2% | -1% | 0% | 4% | ? | -4%
CCC(=O)NC(=S)Nc1cccc(NC(=O)c2ccc(Cl)cc2Cl)c1 | -0.1% | 0% | -28% | 5% | -3 | -11% | -2% | -1% | -16% | ? | -10%
CCCNC(=O)c1cc2nc(-c3ccccc3)cc(C(F)(F)F)n2n1 | 1.0% | 0% | 4% | 1%[46.1 µM] | -29 | -5% | -1% | 2% | -3% | 9% | ·
COc1ccc(/C=C/C(=O)N2CCN(C)CC2)cc1OC | -0.8% | 0% | -7% | · | -122* | 1% | 6% | -5% | 0% | 4% | 17%
FC(F)(F)c1cccc(NC(=S)Nc2cccc(NC(=S)Nc3cccc(C(F)(F)F)c3)n2)c1 | 9.0% | 3% | 0% | -6% | 2 | 1% | 12% | -3% | ? | ? | -2%
Cc1cccc([C@H]2[C@@H]3C=CC[C@@H](C)[C@@H]3C(=O)N2Cc2ccccc2)c1 | -0.3% | 3% | -3% | 0%[46.1 µM] | -4 | -7% | · | -1% | 2% | -3% | -20%
Cc1ccc(C(=O)Nc2cccnc2)cc1NC(=O)c1ccco1 | 0.0% | 4% | -22% | 2% | -4 | 0% | -1% | -1% | 4% | -4% | 1%
CN(C)CCn1c2c(c(SCC(=O)Nc3cccc4ccccc34)nc1=O)CCCC2 | -0.2% | 1% | 3% | -13% | 2 | -2% | 3% | 0% | ? | ? | -12%
Cc1ccc(NC(=O)CSCC(=O)Nc2ccccc2N2CCCC2)cc1 | -0.6% | -2% | -26% | 0% | 51 | -7% | 10% | -3% | ? | -12% | -4%
CC(CCc1ccccc1)NC(=O)CSc1nnnn1C (stereo unspecified) | -0.1% | 3% | 2% | -54% | 2 | 1% | 0% | -10% | 2% | 3% | 17%
CCCn1c2ccccc2c2nnc(SCC(=O)OC)nc21 | -0.3% | -3% | 1% | 4% | -15 | -12% | 9% | -4% | 2% | -4% | 3%
CCOc1ccc(S(=O)(=O)NCCSc2ccccc2)cc1 | -0.6% | 0% | -12% | -4% | -5 | -3% | 9% | -5% | 0% | -2% | 5%
O=S(=O)(c1cc(F)ccc1F)N1CCN(C2CCCCC2)CC1 | 0.2% | 0% | 6% | -2% | -16 | -1% | 2% | 0% | -3% | 0% | 1%
Cc1cnc(-c2nnc(N(C)C(=O)c3cccnc3)s2)cn1 | 0.2% | 1% | -3% | 0% | 3 | 2% | -8% | 0% | ? | 3% | -4%
COc1ccc(CSc2nncn2C)cc1[N+](=O)[O-] | -0.7% | 3% | 2% | -3%[46.1 µM] | 6 | -1% | 0% | -1% | 16% | 2% | -3%
Cc1cccn2c(=O)c(C=C(C#N)C#N)c(N3CCN(C)CC3)nc12 | -0.1% | 3% | 1% | -1% | -10 | -3% | -1% | -7% | 5% | -8% | -4%
COc1ccc(C2NC(=O)NC(C)=C2C(=O)OCC2CCCCC2)cc1OC (stereo unspecified) | 0.6% | 0% | 3% | -1% | -1 | -2% | -6% | -2% | -5% | ? | 19%
Cc1ccc(C)c(NC(=O)C(Sc2cccc[n+]2[O-])c2ccccc2)c1 (stereo unspecified) | 0.0% | 0% | 22% | 2% | -3 | 0% | 3% | -2% | 14% | 1% | -5%
COc1ccc(C(CNC(=O)c2ccc(S(=O)(=O)Nc3ccccc3F)cc2)N(C)C)cc1 (stereo unspecified) | 0.0% | 1% | 6% | 4% | 11 | -1% | -1% | -7% | 21% | -12% | 7%
COc1ccc(C(=O)C2CCCN(C(=O)/C=C/c3ccccn3)C2)c(C)c1 (stereo unspecified) | -0.7% | 1% | 2% | 6% | -5 | 1% | 3% | -6% | 4% | ? | -6%
COc1ccc(NS(=O)(=O)c2cccc(C(=O)NCC3(N4CCCCC4)CCCCC3)c2)cc1 | 0.2% | 2% | 5% | 3% | 4 | 0% | 4% | -8% | 8% | 4% | -1%
COc1ccc(C(=O)N2CCN(C(=O)C3CCCO3)CC2)cc1[N+](=O)[O-] (stereo unspecified) | 0.0% | 0% | -1% | 2% | 0 | -11% | · | 0% | 9% | 0% | 8%
Cc1cc([N+](=O)[O-])cc2c1NCC1CC=CC21 (stereo unspecified) | 0.2% | 4% | -6% | 1%[46.1 µM] | -10 | 2% | 17% | -1% | -16% | -3% | 2%
SMILES | B2AR arrestin | USP2a inh | Eya2 phos inh | TCR activator | TSHR antag | Tb PFK inh | Mito fusion act | PTAP TSG101 blk | ELG1 repair inh | Chronic BCR inh | uPA surface inh
O=C(NCCCN1CCCC1=O)c1ccccc1NS(=O)(=O)c1ccc(F)cc1 | 0.2% | -2% | -1% | 0% | 15 | 0% | -1% | -1% | ? | 0% | -2%
Cc1c(S(=O)(=O)NCc2ccccc2)c(=O)n(C)c(=O)n1C | -0.8% | 6% | 8% | 2% | 19 | 2% | 2% | -1% | 12% | 0% | -1%
Cc1cccc(Cn2c(N3CCN(c4ccccc4)CC3)nc3c2c(=O)n(C)c(=O)n3C)c1 | 0.2% | 3% | 11% | · | -3 | -2% | 15% | -6% | -5% | ? | 1%
COc1cc(NC(=O)NCCN2CCN(c3ccc(Cl)cc3)CC2)ccc1C | 0.1% | 2% | -10% | 5% | 6 | -3% | -15% | -1% | ? | 1% | -10%
Cc1ccccc1C(=O)NC(=S)N(C)C1CCCCC1 | -0.2% | 4% | -3% | 3% | 4 | 2% | -4% | -5% | 0% | 0% | -16%
CCOC(=O)N1CCN(S(=O)(=O)c2ccc(C(=O)Nc3nc4ccccc4s3)cc2)CC1 | 0.5% | 1% | 29% | 7% | 10 | -3%[0.46 µM] | 0% | 0% | -15% | ? | 3%
COc1ccc(C(c2c(C)n(C)n(-c3ccccc3)c2=O)c2c(C)n(C)n(-c3ccccc3)c2=O)c(OC)c1OC | -0.9% | 0% | 10% | · | 3 | -1% | -1% | -2% | -4% | 9% | -2%
Cc1ccc(S(=O)(=O)CC(C)N2CCOCC2)c(S(=O)(=O)CC(C)N2CCOCC2)c1 (stereo unspecified) | -0.3% | 2% | -1% | 3% | -1 | 0% | -3% | -9% | -6% | -2% | -2%
COc1ccc(S(=O)(=O)Nc2c(C)nc3nc[nH]n3c2=O)cc1 | 0.5% | 2% | -2% | 6% | 1 | 2% | 8% | 8% | -1% | 0% | -4%
NS(=O)(=O)c1ccc(NC(=O)c2ccc(Cl)c(S(=O)(=O)NCc3ccco3)c2)cc1 | -0.4% | 3% | 0% | 8% | -6 | 0% | -4% | 0% | -5% | 0% | -18%
CC(CN1CCCCC1)OC(=O)c1cc2ccccc2o1 (stereo unspecified) | 0.3% | -4% | -6% | 1% | -2 | 0% | -1% | -8% | 8% | 6% | 8%
Cc1ccc(SCC(=O)OCC(=O)N(C)CC(=O)Nc2ccc(F)cc2)cc1C | 0.4% | 1% | 38% | 2% | 11 | 0% | 1% | -1% | 12% | ? | 1%
COc1ccc(CNC(=O)COC(=O)c2ccc(Br)c(S(=O)(=O)N3CCOCC3)c2)cc1 | 0.0% | 2% | 0% | -1% | · | 1% | · | -3% | ? | -5% | 4%
CCOc1ccc(S(=O)(=O)N2CCCC(C(=O)NCc3ccccc3)C2)cc1 (stereo unspecified) | -0.9% | -1% | 2% | -4% | 1 | 3% | -2% | 0% | ? | 7% | -2%
O=C(NCCc1ccccc1)c1cccc([N+](=O)[O-])c1 | 2.0% | 1% | 1% | 7%[46.1 µM] | 21 | 0% | -8% | -4% | ? | -2% | 4%
COc1cc(/C=N/NC2=NS(=O)(=O)c3ccccc32)cc(OC)c1OC | 0.5% | 1% | 12% | 15% | -4 | 0% | -13% | -1% | 3% | 3% | -2%
CCCc1[nH]nc2c1C(c1ccc(OCCN3CCOCC3)c(OCC)c1)C(C#N)=C(N)O2 (stereo unspecified) | -0.1% | 1% | 3% | 0% | 7 | -1% | -3% | -8% | 4% | 0% | -3%

The order is random (roughly 3% active in at least one column).
